# Pol iota inh – blocks human DNA polymerase iota activity. actives 1% (n = 390,000). Potency, µM (top dose mostly 115 µM), for the others: at the top dose activity, negative = inhibition, actives largely listed as inhibitors. Q9UNA4. Pol iota fluorescent replication assay, 10 min
#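 Pol iota at 10 nM preincubated 15 min with compounds at room temperature; reaction started with fluorescent substrate, 50 nM final. Fluorescence read kinetically at 0 and 10 min; buffer-only wells as negative control.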
# APEX1 inh – inhibitors of human APE1 endonuclease. P27695. recombinant APE1, TAMRA/BHQ-2 abasic DNA cleavage fluorescence. Potency, µM (top dose mostly 65.8 µM), without a hit: top-dose activity change, negative = inhibition, actives largely listed as inhibitors. actives 0.35% (n = 350,000);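 note: plate controls were vehicle for no effect and reference inhibitor for full effect; nearly all actives have a fitted effect of over 55% in size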
# Target sequence (P27695 whole entry, looked up): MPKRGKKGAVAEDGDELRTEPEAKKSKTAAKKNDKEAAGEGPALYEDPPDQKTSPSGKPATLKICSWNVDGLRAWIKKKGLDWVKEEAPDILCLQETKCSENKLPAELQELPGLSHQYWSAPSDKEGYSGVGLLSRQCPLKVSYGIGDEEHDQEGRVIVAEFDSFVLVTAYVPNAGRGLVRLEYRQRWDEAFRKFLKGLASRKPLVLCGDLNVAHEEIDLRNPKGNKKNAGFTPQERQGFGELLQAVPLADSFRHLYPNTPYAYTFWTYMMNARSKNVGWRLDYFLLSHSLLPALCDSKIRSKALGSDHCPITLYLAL
#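 Compound pre-exposure to 0.75 nM APE1, 15 min at ambient temperature. Reaction initiated with 50 nM TAMRA/BHQ-2 THF substrate, read immediately in kinetic mode, 525 nm excitation, 598 nm emission.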
# BAZ2B block – blocks human BAZ2B | Q9UIF8 | AlphaScreen BAZ2B-H3K14Ac peptide displacement | Potency, µM (doses to about 114 µM), without a hit: top-dose activity change, negative = inhibition, usual class: inhibitors | actives 4.4% (n = 360,000) | AID 504333; note: % is set by controls: 0 for no effect and ±100 for the full control effect; nearly all actives have a fitted effect of over 60% in size
#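 Protein-peptide AlphaScreen: BAZ2B 50 nM, b-H3K14Ac 50 nM, 1x PBS pH 7.4 + 0.01% Tween-20. Preincubation 30 min RT; cpd 30 min RT (top 110 uM); beads 20 min RT, light-protected.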
# Pol beta inh – blocks human DNA polymerase beta activity; Potency, µM (titrated, usually from 114 µM), without a hit: top-dose activity change, negative = inhibition, most hits filed as inhibitors; P06746; actives 1.3% (n = 340,000); Pol beta primer extension/strand displacement, fluorescence kinetic; note: % is set by controls: 0 for no effect and ±100 for the full control effect
#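 10 nM enzyme + cpd, 15 min RT; start with substrate 50 nM final; read 0 min and after 10 min RT. Corrected, normalized data; 4-parameter Hill curve fit.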
# BLM inh – blocks DNA unwinding by human BLM helicase; Potency, µM (top dose mostly 56.1 µM), without a hit: top-dose activity change, negative = inhibition, most hits filed as inhibitors; actives 0.2% (n = 350,000); recombinant BLM DNA unwinding, fluorescence dequenching; P54132;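 note: plate controls were vehicle for no effect and no enzyme for full effect; nearly all actives have a fitted effect of over 35% in size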
# POLK inh – DNA polymerase kappa (human) inhibition. Q9UBT6. purified Pol kappa, fluorescent DNA synthesis assay, 10 min. Potency, µM (doses to about 107 µM), without a hit: at the top dose activity, negative = inhibition, most hits filed as inhibitors. actives 0.53% (n = 400,000); note: % is set by controls: 0 for no effect and ±100 for the full control effect
#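 First, compounds were pin-transferred onto 10 nM Pol kappa. After 15 min at room temperature, substrate was added to 50 nM final. Fluorescence was then measured kinetically at 0 and 10 min.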
# G9a inh – G9a (human) methyltransferase inhibition; Q96KQ7; G9a H3K9 monomethylation, AlphaScreen, 2 h; Potency, µM (highest dose often 102 µM), inactives show top-dose activity, negative = inhibition, usual class: inhibitors; actives 8.8% (n = 350,000); AID 504332; note: % is set by controls: 0 for no effect and ±100 for the full control effect; nearly all actives have a fitted effect of over 75% in size
# Target sequence (Q96KQ7 913-1193 limits assumed): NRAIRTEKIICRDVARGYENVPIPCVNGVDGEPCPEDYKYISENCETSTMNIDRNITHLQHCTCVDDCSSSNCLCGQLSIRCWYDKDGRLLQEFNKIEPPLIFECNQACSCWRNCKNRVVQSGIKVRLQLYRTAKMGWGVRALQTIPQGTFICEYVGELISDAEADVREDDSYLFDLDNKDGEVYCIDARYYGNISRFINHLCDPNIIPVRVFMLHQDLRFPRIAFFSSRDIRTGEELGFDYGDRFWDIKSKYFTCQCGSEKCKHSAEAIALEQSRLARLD
#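 Signal arises when biotinylated H3K9 peptide, once monomethylated, bridges streptavidin donor and antibody-captured acceptor beads. Enzyme at 20 nM was preincubated 15 min with test compounds; peptide 500 nM and SAM 20 uM then reacted for 2 h.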
# Pol eta inh – DNA polymerase eta (human) inhibition; Potency, µM (series often up to 114 µM), without a hit: top-dose activity change, negative = inhibition, most hits filed as inhibitors; actives 1.2% (n = 390,000); Q9Y253; recombinant Pol eta, fluorescent DNA replication assay; note: % is set by controls: 0 for no effect and ±100 for the full control effect
#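 Fluorescent replication assay: 50 nM final substrate added after a 15 min room-temperature compound preincubation with 10 nM enzyme. Signal taken at 0 min and again at 10 min.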
# Anesthetic bind – binds horse apoferritin like a general anesthetic. P02791. apoferritin/1-aminoanthracene competitive binding, fluorescence. Potency, µM (titrated, usually from 77.5 µM), for the others: at the highest dose activity change, negative = displacement, most hits filed as inhibitors. actives 0.074% (n = 350,000); note: % is set by controls: 0 for no effect and ±100 for the full control effect; nearly all actives have a fitted effect of over 20% in size
# Target sequence (P02791 2-175 limits assumed): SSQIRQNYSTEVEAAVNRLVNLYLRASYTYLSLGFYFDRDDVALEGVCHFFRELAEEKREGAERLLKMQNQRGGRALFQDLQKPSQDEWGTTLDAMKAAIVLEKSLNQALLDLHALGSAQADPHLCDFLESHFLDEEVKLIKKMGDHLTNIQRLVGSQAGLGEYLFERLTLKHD
#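 In PBS, apoferritin at 10 uM is loaded with 1-AMA from a 50% saturated solution. After 10 min of compound exposure at ambient temperature, reduced 535 nm fluorescence indicates probe displacement.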
# * hit, by the source's call; u = inconclusive; x = not tested or not shown; & = joins results of further samples; [ ] = dose if it differs, or a comment. Calls come from the whole dose curve; as a rule, active = well fitted curve in the direction sought with a large enough effect; inconclusive = small, poorly fitted or top-dose-only effect, or another doubt; inactive = no such curve, though single readings can be large; an effect the other way counts as inactive or inconclusive. Potency is the fitted concentration of half-maximal effect. These rows are one share of the data, so the mix of outcomes need not match the whole.
SMILES,Pol iota inh,APEX1 inh,BAZ2B block,Pol beta inh,BLM inh,POLK inh,G9a inh,Pol eta inh,Anesthetic bind
CN(Cc1nc(Cc2ccccc2F)no1)Cc1cccc2ncccc12,79%[activator],u,-1%,-27%,-5%,2%,20%,-10%,-12%
CCN(CC)C(=O)[C@H]1C[C@H](CC(=O)NCCCN(C)C)C(=O)N2CCc3c([nH]c4ccc(Cl)cc34)[C@]12C,-16%,-1%,x,x,x,-5%,x,-1%,x
Cc1ccc(S(=O)(=O)NCCC(=O)Oc2ccc3ccc(=O)oc3c2)cc1,-4%,4%,-3%,6%,-8%,-1%,11%[59 µM],-11%,155%[activator]
CN(C)c1cccc(C(=O)OC(C(=O)Nc2ccc([N+](=O)[O-])cc2Br)c2ccccc2)c1 (stereo unspecified),30%[activator],-4%,u,2%,-6%,-8%,u,-9%,-18%
Cc1cccc(NC(=O)CN(C)S(=O)(=O)c2ccccc2)n1,9%,1%,-3%,5%,2%,-7%,-9%[12.7 µM],-14%,-2%
CCn1c(=N)n(CC(=O)c2cccc([N+](=O)[O-])c2)c2ccccc21,u,1%,-2%,58%,2%,-15%,-4%[59 µM],-4%,-8%
O=c1c(S(=O)(=O)c2ccccc2)cn(Cc2ccccc2)c2cc(N3CCCC3)c(F)cc12,-9%,x,1%,-11%,0%,5%,3%[59 µM],-9%,-11%
CCc1ccc(NC(=O)CSc2nccn(-c3ccc4c(c3)OCCO4)c2=O)cc1,3%,27%,-28%,x,x,-5%,-19%[0.501 µM],-17%,x
c1ccc(-c2noc(CSc3nnnn3C3CCCCC3)n2)cc1,29%,0%,22%[57.1 µM],-11%,-16%,-1%,140%[activator],-18%,-18%
COc1cc2[nH]c(=O)c(C(=O)NCc3ccccc3Cl)c(O)c2cc1OC,92%[activator],17%,-1%,8%,3%,1%,10%,-21%,-2%
CCc1nc(N2CCN(C(=O)c3ccco3)CC2)c2oc3ccccc3c2n1,-20%,-1%,u,-1%,-8%,8%,-17%[59 µM],-7%,-23%
Cc1cc2c(cc1NC(=O)c1ccc(C(C)(C)C)cc1)n(C)c(=O)c(=O)n2C,16%,x,-2%,2%,-1%,-17%,1%[59 µM],-21%,u
COc1ccc(S(=O)(=O)N2CCCCC2C(=O)O)cc1OC (stereo unspecified),17%,-1%,3%,25%,2%,-2%,-14%[2.33 µM],3%,-5%
CC1CC(C)CN(S(=O)(=O)c2ccc(C(=O)N3CCN(c4ccccc4)CC3)cc2)C1 (stereo unspecified),-12%,-2%,7%,21%,-8%,-2%,-19%,-14%,u
O=C(CSc1nccc(=O)[nH]1)Nc1ccc2c(c1)OCCO2,7%,9%,9%,1%,0%,-6%,-38%,-17%,-2%
O=C(NO)c1cc(OCC(F)(F)F)ccc1OCC(F)(F)F,16%,0%,-34%,15%,-2%,u,79µM*,13%,-14%
Cn1c(SCC(=O)NC(=O)c2cccc([N+](=O)[O-])c2)nnc1-c1ccc(F)cc1,19%,-2%,2%,-1%,-6%,-7%,19%[59 µM],-13%,-11%
COc1ccc(Cl)cc1C(=O)NNC(=O)c1ccncc1,23%,23%,5%,-4%,-2%,6%,22%[0.501 µM],-8%,-1%
CCn1nc(C)c(CNC(=O)C2CCC(=O)N(CCc3ccc(Cl)cc3)C2)c1C (stereo unspecified),21%,-4%,-1%,-27%,-1%,16%,u,-10%,-6%
CCOC(=O)c1ccc(NC(=O)Cn2ccc([N+](=O)[O-])n2)cc1,26%,1%,-24%,18%,-6%,13%,-48%,-11%,-12%
Cc1ccc(N2CCN(C(=O)c3cc(C(=O)c4ccccc4C)c[nH]3)CC2)c(C)c1,21%,-1%,-34%,u,-12%,-18%,u,u,-16%
CCOc1ccc(N(C)C(=O)CCc2nnc3ccc(N4CCC5(CC4)OCCO5)nn23)cc1,12%,-5%,-8%[57.1 µM],5%,0%,0%,17%,9%,5%
N#C/C(=C\c1cccs1)Sc1nc2ccccc2s1,4%,14%,7%,-3%,-14%,-14%,25%[59 µM],-7%,-15%
C=CCOc1cccc(C2C(C(=O)c3ccco3)=C(O)C(=O)N2Cc2cccnc2)c1 (stereo unspecified),130%[activator],58%[activator],9%,11%,0%,-1%,32µM*,-12%,-4%
O=C(CCc1nnc2n(CCc3ccccc3)c(=O)c3ccccc3n12)NCCCN1CCCCC1,3%,10%,0%,-1%,-5%,-14%,15%,-2%,-11%
CCN(CC)C(=O)CN1C(=O)C2(OCC(C)(c3ccccc3)CO2)c2ccccc21 (stereo unspecified),18%,8%,14%,21%,-7%,-6%[60.1 µM],20%[59 µM],-15%,-17%
O=C(NCCOc1ccccc1)c1ccccc1Cl,232%[activator],1%,-1%,10%,1%,-5%,44%[activator],-8%,-1%
O=C(COC(=O)C1(c2ccc(F)cc2)CCCC1)NCc1ccco1,28%,-10%,23%,40µM*,22µM*,-15%,u,-18%,-10%
Cc1c(CN2CCc3c([nH]c4ccccc34)C2C2CCCCC2)cnn1C (stereo unspecified),9%,-3%,-18%,3%,-4%,-14%,-32%,-13%,-6%
Cc1cc(C)cc(NC(=O)CN2C(=O)CCc3cc(S(=O)(=O)N4CCCCC4)ccc32)c1,-7%,x,-18%,4%,-7%,-18%[60.1 µM],1%[59 µM],-12%,45%[activator]
CCNC(=S)NC1CC2CCC(C1)N2Cc1ccccc1 (stereo unspecified),-4%,-1%,-2%,29%,-1%,-12%,-1%,0%,-7%
COc1cc(OC)nc(N/N=C(\c2ccccc2)c2ccncc2)n1,15%,5%,u,58%,2%,-5%,13µM*,-5%,-3%
CC1CCCN(CCCNC(=O)C2CCCN(c3ncnc4c3nc3n4CCCCC3)C2)C1 (stereo unspecified),62%[activator],7%,-1%,-4%,5%,-6%,x,-15%,-6%
Cc1ccc(NC2CCCN(C(=O)c3cccnc3)C2)cc1C (stereo unspecified),36%[activator],7%,-17%,18%,-1%,10%,-1%,-13%,-21%
O=C(CCc1ccccc1)NC1(Cc2ccccc2)CCN(CCCc2ccccc2)C1=O (stereo unspecified),-5%,4%,-2%,x,x,-16%,-1%[0.501 µM],u,x
COc1ccccc1NC(=O)CCC(=O)OCc1ccc(Cl)cc1,3%,-3%,11%,4%,-1%,4%,26%,-2%,-23%
CCc1ccc(NC(=O)C(=O)NCC(c2ccc3c(c2)OCO3)N2CCN(C)CC2)cc1 (stereo unspecified),12%,x,-20%,-2%,-1%,-5%[60.1 µM],-1%[59 µM],-19%,1%
Cc1cc(/C=C2\SC(N)=NC2=O)c(C)n1-c1ccc(F)cc1,68%[activator],1%,-19%,-1%,0%,-19%,x,15%,-1%
COc1ccc(C(=O)N2CCC3(CC2)NCCc2[nH]cnc23)cc1,u,-11%,-4%,29%,-1%,-16%,x,3%,9%
COc1ccc(OCCN(C)CC(=O)Nc2ccccc2SC)cc1,74%[activator],-17%,6%,36%,-3%,-15%,2%,-17%,-8%
CCOC(=O)c1cc(C)nc(S(C)(=O)=O)c1C#N,126%[activator],-4%,-11%,1%,-2%,4%,u,6%,0%
COC(=O)CC(NC(=O)CN1CCN(c2ccc(F)cc2)CC1)c1cccc(F)c1 (stereo unspecified),56%[activator],45%,-24%,9%,-3%,-19%,7%,-24%,0%
CCN(/N=C/c1ccccc1)c1cc(=O)n(C)c(=O)[nH]1,83%,17%,u,14%,0%,-14%,-17%[59 µM],-8%,-3%
CC(C)CNc1nc(NC(C)(C)C)nc(Oc2ccc(=O)n(-c3ccccc3)n2)n1,1%,x,-10%,12%,0%,-3%,-8%[59 µM],14%,u
COc1ccc2c(c1)CCc1sc(NC(=O)c3ccc(Cl)cc3)nc1-2,34%,x,-4%,1%,-7%,-10%,-41%[59 µM],-20%,41%[activator]
Cc1cc(N(C(=O)c2ccco2)C(C(=O)NC2CCCCC2)c2ccccc2)ccc1-n1cnnn1 (stereo unspecified),12%,12%,-11%,1%,-3%,-1%,-23%,-5%,-18%
Cc1ccc(S(=O)(=O)N2CCN(C(=O)c3cc(=O)c4ccccc4o3)CC2)cc1,171%[activator],-4%,2%,-1%,4%,2%,u,-18%,-22%
O=C(Oc1ccc(N(C(=O)c2ccncc2)S(=O)(=O)c2ccc(F)cc2)cc1)c1ccncc1,u,-3%,-12%,-26%,-7%,-15%,45µM*,-3%,-11%
CCc1ccccc1NC(=O)Cn1nnc(C(=O)NCc2cccc(OC)c2)c1N,u,-4%,-30%,u,-13%&-5%,-31%&-29%,-11%,-23%&-20%,3%&4%
COC(=O)c1ccc(CSC(=N)N)o1,71%[activator],2%,-16%,-9%,3%,4%,5%,1%,-3%
COc1ccc(N2CCN(C(=O)COC(=O)c3cccc(OC)c3O)CC2)cc1,9%,-5%,x,x,x,4%,x,-4%,x

# Record cards, as listed above.
# Cc1cccc(NC(=O)CN(C)S(=O)(=O)c2ccccc2)n1 across the screens: Pol iota inh = 9%; APEX1 inh = 1%; BAZ2B block = -3%; Pol beta inh = 5%; BLM inh = 2%; POLK inh = -7%; G9a inh = -9%[12.7 µM]; Pol eta inh = -14%; Anesthetic bind = -2%
# CCNC(=S)NC1CC2CCC(C1)N2Cc1ccccc1 (stereo unspecified) across the screens: Pol iota inh = -4%; APEX1 inh = -1%; BAZ2B block = -2%; Pol beta inh = 29%; BLM inh = -1%; POLK inh = -12%; G9a inh = -1%; Pol eta inh = 0%; Anesthetic bind = -7%
# c1ccc(-c2noc(CSc3nnnn3C3CCCCC3)n2)cc1 across the screens: Pol iota inh = 29%; APEX1 inh = 0%; BAZ2B block = 22%[57.1 µM]; Pol beta inh = -11%; BLM inh = -16%; POLK inh = -1%; G9a inh = 140%[activator]; Pol eta inh = -18%; Anesthetic bind = -18%

# Structures listed so far shown as hits in BLM inh.
canonical_smiles	Pol iota inh	APEX1 inh	BAZ2B block	BLM inh	POLK inh	G9a inh	Pol eta inh	Anesthetic bind
O=C(COC(=O)C1(c2ccc(F)cc2)CCCC1)NCc1ccco1	28%	-10%	23%	22µM*	-15%	u	-18%	-10%

# From PubChem
